# Screens (PubChem)
# MEKK3 PB1 HTS: modulators (inhibitors or enhancers) of MEK5 binding to human MEKK3 PB1 domain; Q99759; bead-based flow cytometry, Alexa488-MEK5 binding to MEKK3; actives lie on both sides; 0 = blocked by unlabeled MEK5, 100 = vehicle; binding response (% of control), % at 10 µM; actives 1.4% (n = 290,000);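 active = binding response more than 3 SD above or below the average of its plate-row segment, actives on both sides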;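 also: Alexa488 bead fluorescence after subtracting the streptavidin-only scavenger bead signal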
# Target sequence (Q99759 whole entry, looked up, the tested form may be a part): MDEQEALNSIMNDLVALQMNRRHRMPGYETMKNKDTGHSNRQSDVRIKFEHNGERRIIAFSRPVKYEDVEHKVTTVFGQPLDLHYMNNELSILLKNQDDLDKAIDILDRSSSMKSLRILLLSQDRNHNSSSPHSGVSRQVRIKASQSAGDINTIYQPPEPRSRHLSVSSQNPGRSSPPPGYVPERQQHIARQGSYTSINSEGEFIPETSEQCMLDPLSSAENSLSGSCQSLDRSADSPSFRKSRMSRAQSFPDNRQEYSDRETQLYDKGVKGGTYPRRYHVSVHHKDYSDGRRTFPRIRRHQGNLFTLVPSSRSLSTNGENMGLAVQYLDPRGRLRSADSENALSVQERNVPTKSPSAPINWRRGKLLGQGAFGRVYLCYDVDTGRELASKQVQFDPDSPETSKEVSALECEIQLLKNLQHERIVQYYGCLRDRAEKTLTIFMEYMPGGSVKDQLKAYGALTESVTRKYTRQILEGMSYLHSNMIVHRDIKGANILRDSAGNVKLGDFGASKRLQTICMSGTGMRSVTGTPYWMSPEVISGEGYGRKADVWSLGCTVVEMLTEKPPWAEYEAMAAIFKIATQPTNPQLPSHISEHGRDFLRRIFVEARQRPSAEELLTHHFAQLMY
# M18AAP inhibitor: PfM18AAP enzyme inhibition | recombinant PfM18AAP, H-Glu-NHMec fluorogenic cleavage | inhibition, % at 7.35 µM | actives 1.2% (n = 290,000) | AID 1822;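 active = inhibition above the campaign mean inhibition over all tested compounds plus 3 SD, cut at about 28% in these data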;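 also: 0% = plate median of test compound wells and 100% = 2 mM ZnCl2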
# DNA FID counter: displaces DNA intercalator in HCV helicase counter-screen; DNA fluorescent intercalator displacement, fluorescence; AID 1845; actives 0.17% (n = 290,000); inhibition, % at 7.9 µM; in the data active = inhibition above about 37%;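 also: 0% = vehicle and 100% = reference compound; higher means more ethidium bromide displaced from hairpin DNA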
# MEKK2 mut-MEK5: signal of MEK5 binding to mutant human MEKK2 PB1 domain | percent response, % at 10 µM | actives 0.35% (n = 290,000) | bead flow cytometry, Alexa488-MEK5 binding to MEKK2 mutant; in the data active = percent response above about 24%, passing the limit was not always enough; also: inactives centre near 1; some results filed as inactive read as strong as hits; reference of the scale not given here
# PHOSPHO1 inh: inhibitors of human PHOSPHO1 phosphatase; Q8TCT1; recombinant PHOSPHO1, absorbance phosphatase assay; inhibition, % at 13.3 µM; actives 1.1% (n = 290,000); AID 1565; in the data active = inhibition above about 60%
# Target sequence (Q8TCT1 whole entry, looked up): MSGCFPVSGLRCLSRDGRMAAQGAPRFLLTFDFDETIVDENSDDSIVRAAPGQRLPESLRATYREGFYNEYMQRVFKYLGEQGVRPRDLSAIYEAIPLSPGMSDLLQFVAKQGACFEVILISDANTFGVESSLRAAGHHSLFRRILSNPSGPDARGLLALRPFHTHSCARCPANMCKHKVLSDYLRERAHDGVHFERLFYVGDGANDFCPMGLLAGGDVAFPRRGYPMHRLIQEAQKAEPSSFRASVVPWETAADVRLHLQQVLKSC
# NALP1 inh: inhibitors of NALP1 inflammasome in yeast | actives 0.61% (n = 280,000) | inhibition, % at 10 µM | AID 2071 | S. cerevisiae NALP1/ASC/caspase-1 growth, X-gal OD620, 72 h; in the data active = inhibition mostly above about 24%, no sharp cut-off; inactive = mostly below about 32%; also: some compounds called inactive have numbers as strong as hits
# GPR7 antagonist: human neuropeptides B/W receptor 1 antagonism; P48145; GPR7-expressing cells, fluorescence antagonist assay; inhibition, % at 4.4 µM; actives 1.1% (n = 290,000); AID 1861; in the data active = inhibition above about 16%, passing the limit was not always enough;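 also: cells stimulated with the agonist NPW; 0% = agonist with vehicle and 100% = vehicle without agonist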
# OXTR agonist: activates the human oxytocin receptor | CHO-OTR cells, Fluo-8 calcium fluorescence; normalized: DMSO 0%, oxytocin 100% | P30559 | activation, % at 3 µM | AID 2435 | actives 0.32% (n = 320,000);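 active = activation above the mean of all tested compounds plus 3 SD, cutoff set per screening run, cut at about 20% in these data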;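 also: peak over basal fluorescence ratio from a 100 s FLIPR kinetic read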
# MEKK2wt PB1 HTS: raises or lowers MEK5 binding to wildtype human MEKK2 PB1 domain | Q9Y2U5 | bead flow cytometry, Alexa488-MEK5 binding to MEKK2 WT; actives lie on both sides | binding response (% of control), % at 10 µM | actives 1.1% (n = 290,000); in the data active = binding response below about 67% or above about 130%
# The depositor's hits bear a star; x = no result given; [ ] = another dose, or the depositor's remark.
# Values run as follows: MEKK2 mut-MEK5, PHOSPHO1 inh, MEKK3 PB1 HTS, M18AAP inhibitor, NALP1 inh, MEKK2wt PB1 HTS, OXTR agonist, GPR7 antagonist, DNA FID counter
O=C1c2cccc3c([N+](=O)[O-])ccc(c23)C(=O)N1c1ccccn1
→ 4, 34, 105, -1, 5, 104, -1.2, 23, 8
CCN(CC)c1nc(SCCOC(=O)Nc2ccccc2)nc(N(CC)CC)n1
→ 4, 9, 109, -2, 7, 104, 4.2, -5, -5
CSc1nnc(NC(=O)C2CCCCC2)s1
→ 17, 10, 108, 4, x, 105, -1.1, -13, -1
CC1(C)Cc2c(C#N)c(N3CCOCC3)nc(-c3ccccc3)c2CO1
→ -7, 2, 91, 1, 6, 88, -1.6, -3, -5
CCCCc1cc(=O)oc2cc(OCC(=O)NC3CCN(Cc4ccccc4)CC3)ccc12
→ -2, 30, 98, 8, 27, 106, 0.0, 6, 36
Cc1cc(NC(=O)COC(=O)COc2cccc3c2OC(C)(C)C3)no1
→ 2, 9, 102, 1, -41, 103, -1.5, 5, -6
CCOCc1nnc(NC(=O)c2cc(OC)c(OC)cc2[N+](=O)[O-])s1
→ -2, 32, 99, 2, 12, 99, 0.1, -12, -3
CCOC(=O)c1ccc(Nc2ccc(-c3ccc(OC)c(OC)c3)nn2)cc1
→ x, 19, x, 5, 28, x, -0.1, 6, -6
Cc1ccc(C)c(N=Cc2c(O)c3ccccc3oc2=O)c1
→ 0, 25, 99, 3, 25, 101, 0.2, 16, -15
CCCn1c(SCC(=O)NC(C)(C)C)nnc1-c1ccco1
→ -7, 32, 98, -4, 3, 82, 1.1, 5, -2
O=C(Cc1ccc2c(c1)CCCC2)Nc1ccccc1Br
→ -25, 31, 43*[inhibitor], 1, 22, 58, -1.1, -6, -11
O=C(Cc1nc(-c2ccc([N+](=O)[O-])cc2)cs1)Nc1ccccc1
→ 8, 1, 110, 8, 11, 108, 6.0, 7, 5
Cc1cc(NC(=O)Cn2cnc3c(nnn3-c3cccc(F)c3)c2=O)no1
→ -26, -118, 73, -4, 11, 75, -0.5, 2, 3
O=C(CCn1cnc2ccccc2c1=O)Nc1ccc(Cl)c(Cl)c1
→ -1, 3, 101, -10, 20, 99, 1.3, 5, -3
Cc1ccc(OCCNC(=O)c2ccc3c(c2)OCO3)cc1
→ 3, 43, 102, 4, 8, 104, 0.7, -10, -17
Oc1c(N=NC(=S)Nc2ccccc2F)c2ccccc2n1Cc1ccc(F)cc1
→ -2, 48, 103, 0, 26, 93, 0.5, 0, -6
Cc1cc(C)c2nc(NC(=O)c3ccc4c(c3)OCO4)sc2c1
→ -6, 20, 92, 4, -12, 94, -0.5, 0, 5
COc1ccc(CCNC(=O)C2CCN(C(=O)c3ccc(F)cc3)CC2)cc1
→ 0, 44, 94, -1, 5, 102, 0.2, -4, -17
C/C(=N\NC(=O)c1ccccc1Br)c1ccc(N2CCOCC2)cc1
→ -4, 17, 101, -5, 0, 100, -0.4, 7, -6
CN(C)CCCOC(=O)COc1ccc(C(C)(C)C)cc1
→ -1, -5, 85, 2, 18, 100, 2.8, 10, 0
Cc1cccc(-c2nsc(SCC(=O)c3ccc(Cl)cc3)n2)c1
→ 0, -15, 124, -2, 28, 102, 0.0, -19, -3
Cc1ccc(C)n1-c1ccc(C(=O)Nc2ccccc2F)cc1
→ -2, -13, 105, -11, 10, 102, 2.0, -6, -2
OC1CCN(C(=S)Nc2ccc(Oc3ccccc3)cc2)CC1
→ 0, 48, 108, 7, 5, 101, 1.7, -1, -4
CCN(CC)/C(Sc1ccccc1)=C(\C(Cl)=C(Cl)Cl)[N+](=O)[O-]
→ -10, -17, 103, -11, -2, 94, 1.9, -8, -3
COC(=O)NC(C)N1C(=O)C2C3C=CC(C3)C2C1=O (configuration not stated)
→ 1, 4, 100, -6, 16, 100, 1.8, 9, -1
Cc1cc(C)cc(NC(=O)NCc2nnc(SCc3ccccc3)n2C)c1
→ 9, -1, 100, 4, 2, 103, -2.2, 4, -25
CCN(CC)c1cccc(OC2=NS(=O)(=O)c3ccccc32)c1
→ -2, 7, 98, 36*, 8, 79, 0.9, -9, -47
O=C(CNS(=O)(=O)c1ccc(Br)cc1)Nc1ccc2c(c1)OCCO2
→ -4, x, 102, -4, 29, 100, x, -4, -3
CCSc1nnc(-c2cccnc2)n1Cc1ccco1
→ 4, 20, 107, -13, 4, 106, 0.7, 9, -6
CC(C)OCCCNC(=O)c1cc2c(s1)CS(=O)(=O)C2
→ -5, -10, 95, 1, 34, 91, 0.0, -8, -7
CS(=O)(=O)Nc1ccc(N2CCN(c3ccc(C(F)(F)F)cn3)CC2)nc1
→ -3, 10, 97, -12, 28, 93, 9.9, -5, -21
COc1ccc(NC(=O)C2CCCN(S(=O)(=O)c3ccc4c(c3)CCCN4C(C)=O)C2)cc1Cl (configuration not stated)
→ -1, 30, 97, -5, 2, 92, 4.3, 9, -58
CCOC(=O)N1CCN(C(=O)c2cc(-c3ccc(F)cc3)[nH]c2C)CC1
→ 0, 46, 99, -5, 12, 99, -0.8, 8, -22
CC(C)CC(=O)NNC(=S)NCc1ccco1
→ 2, 47, 103, 5, -16, 106, 0.9, -3, -4
O=C(Nc1cccc(NC(=O)c2ccc(Br)cc2)c1)c1ccccc1
→ 6, 16, 104, -6, 16, 104, -2.4, -12, -9
CCc1ccccc1NC(=O)NCc1cccnc1
→ 9, 43, 101, 4, 9, 105, -0.6, -3, -5
COCCSc1nnc(NS(=O)(=O)c2ccc(C)cc2)s1
→ -15, -3, 87, 1, 13, 76, 0.2, 10, -18
CC1(C)S/C(=N/N=C/c2cccs2)NC1=O
→ 17, 25, 107, 1, -5, 109, -1.4, -10, -6
Cc1cc(=O)[nH]c(NN=C2CCC(C(C)(C)C)CC2)n1 (configuration not stated)
→ 6, 17, 110, 14, -17, 108, -0.4, -2, -6
O=c1[nH]c(=S)c2ncn(-c3ccccc3)c2[nH]1
→ 3, -95, 101, 16, -15, 101, -0.6, -8, 4
COc1ccc(N2CCN(C(=O)c3cc(=O)c4cc(C)ccc4o3)CC2)cc1
→ 1, x, 101, 2, 5, 102, -0.7, 7, -32
CC1=C2C(CCS2(=O)=O)CC2(C1)C(=O)OC(C)(C)OC2=O (configuration not stated)
→ 0, 6, 104, -15, -7, 102, 0.1, -9, 0
CC1(NC(=S)NCCCCCCNC(=S)NC2(C)CCS(=O)(=O)C2)CCS(=O)(=O)C1 (configuration not stated)
→ -19, -19, 83, 9, -4, 91, 0.0, 9, -6
Nc1cccnc1Sc1cccc(Cl)c1
→ 1, 0, 98, -8, -10, 100, -1.9, -8, 1
O=C(CCNC(=O)Cn1ccc2ccccc2c1=O)NCCC1=CCCCC1
→ -1, -4, 103, 0, -2, 101, -0.3, -7, -11
Cn1c(CCN2CCN(c3ccccc3)CC2)nc2cc(NC(=O)c3ccco3)ccc21
→ x, 1, x, 6, 10, x, -2.0, -8, 0
COc1ccccc1OCc1nnc(SCC(=O)Nc2ccc(C)cc2)n1C
→ 3, 6, 108, -2, 20, 103, -2.5, 13, -20
COc1ccc(NC(=O)Nc2nnc(Cc3ccccc3)s2)cc1
→ 7, 1, 103, -3, 29, 106, 7.8, -4, -15
CCOC(=O)N1CCN(C(=O)CN2C(=O)c3ccccc3S2(=O)=O)CC1
→ 0, 36, 100, 1, 7, 98, -0.3, -11, -6
Cn1nc(NC(=O)C2CCC2C(=O)O)c2c(F)cccc21 (configuration not stated)
→ -4, 23, 101, -4, x, 94, 1.1, -12, -1
Nc1nc2nc(-c3ccccc3)cc(=O)n2[nH]1
→ 1, 9, 104, 6, -1, 100, 0.2, -2, 1
CCSc1nnc(NC(=O)CSc2nnc(Cc3cccn3C)n2CCc2ccccc2)s1
→ -12, 38, 93, -3, -2, 96, 0.0, 11, -48
Cn1c(NC(=O)c2ccccc2NC(=O)C(C)(C)C)nc2ccccc21
→ 12, -10, 112, 1, 28, 112, -1.7, -6, -1

# 16 of these compounds, set out differently:
Structure | MEKK2 mut-MEK5 | PHOSPHO1 inh | MEKK3 PB1 HTS | M18AAP inhibitor | NALP1 inh | MEKK2wt PB1 HTS | OXTR agonist | GPR7 antagonist | DNA FID counter
CC1(C)S/C(=N/N=C/c2cccs2)NC1=O | 17 | 25 | 107 | 1 | -5 | 109 | -1.4 | -10 | -6
Cc1cc(=O)[nH]c(NN=C2CCC(C(C)(C)C)CC2)n1 (configuration not stated) | 6 | 17 | 110 | 14 | -17 | 108 | -0.4 | -2 | -6
O=c1[nH]c(=S)c2ncn(-c3ccccc3)c2[nH]1 | 3 | -95 | 101 | 16 | -15 | 101 | -0.6 | -8 | 4
COc1ccc(N2CCN(C(=O)c3cc(=O)c4cc(C)ccc4o3)CC2)cc1 | 1 | x | 101 | 2 | 5 | 102 | -0.7 | 7 | -32
CC1=C2C(CCS2(=O)=O)CC2(C1)C(=O)OC(C)(C)OC2=O (configuration not stated) | 0 | 6 | 104 | -15 | -7 | 102 | 0.1 | -9 | 0
CC1(NC(=S)NCCCCCCNC(=S)NC2(C)CCS(=O)(=O)C2)CCS(=O)(=O)C1 (configuration not stated) | -19 | -19 | 83 | 9 | -4 | 91 | 0.0 | 9 | -6
Nc1cccnc1Sc1cccc(Cl)c1 | 1 | 0 | 98 | -8 | -10 | 100 | -1.9 | -8 | 1
O=C(CCNC(=O)Cn1ccc2ccccc2c1=O)NCCC1=CCCCC1 | -1 | -4 | 103 | 0 | -2 | 101 | -0.3 | -7 | -11
Cn1c(CCN2CCN(c3ccccc3)CC2)nc2cc(NC(=O)c3ccco3)ccc21 | x | 1 | x | 6 | 10 | x | -2.0 | -8 | 0
COc1ccccc1OCc1nnc(SCC(=O)Nc2ccc(C)cc2)n1C | 3 | 6 | 108 | -2 | 20 | 103 | -2.5 | 13 | -20
COc1ccc(NC(=O)Nc2nnc(Cc3ccccc3)s2)cc1 | 7 | 1 | 103 | -3 | 29 | 106 | 7.8 | -4 | -15
CCOC(=O)N1CCN(C(=O)CN2C(=O)c3ccccc3S2(=O)=O)CC1 | 0 | 36 | 100 | 1 | 7 | 98 | -0.3 | -11 | -6
Cn1nc(NC(=O)C2CCC2C(=O)O)c2c(F)cccc21 (configuration not stated) | -4 | 23 | 101 | -4 | x | 94 | 1.1 | -12 | -1
Nc1nc2nc(-c3ccccc3)cc(=O)n2[nH]1 | 1 | 9 | 104 | 6 | -1 | 100 | 0.2 | -2 | 1
CCSc1nnc(NC(=O)CSc2nnc(Cc3cccn3C)n2CCc2ccccc2)s1 | -12 | 38 | 93 | -3 | -2 | 96 | 0.0 | 11 | -48
Cn1c(NC(=O)c2ccccc2NC(=O)C(C)(C)C)nc2ccccc21 | 12 | -10 | 112 | 1 | 28 | 112 | -1.7 | -6 | -1
